JMJD2E inh = blocks human JMJD2E demethylase activity; Potency, µM (doses to about 57.1 µM), for inactives: at the highest dose activity change, negative = inhibition, usual class: inhibitors; AID 2147; 230,000 tested, 1.6% active; JMJD2E catalytic domain, FDH-coupled NADH fluorescence (FDH is formaldehyde dehydrogenase); active = well fitted inhibition curve with a large enough effect, not every such curve was filed as active; inconclusive = small, poorly fitted or top-dose-only effect, or another doubt; inactive = no such curve, though single readings can be large or run the other way;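 also: 0% = wells with enzyme and -100% = buffer wells without enzyme; nearly all actives have a fitted effect of over 50% in size; many of its hits are not listed in these tables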
Tau ThT inhib = tau fibrillization inhibition (ThT binding) | 270,000 tested, 2.1% active | recombinant tau K18 P301L, heparin-induced fibrillization, ThT fluorescence | AID 1460 | P10636 | Potency, µM (top dose mostly 57.4 µM), without a hit: at the top dose activity, negative = inhibition, most hits filed as inhibitors; also: nearly all actives have a fitted effect of over 55% in size
Target sequence (P10636 561-689 P618L limits assumed): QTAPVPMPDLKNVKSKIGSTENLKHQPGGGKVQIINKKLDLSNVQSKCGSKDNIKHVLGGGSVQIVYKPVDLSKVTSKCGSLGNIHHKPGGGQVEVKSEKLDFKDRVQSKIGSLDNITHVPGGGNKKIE
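Recombinant human tau K18 fragment […] carrying P301L, 15 uM unlabeled plus 0.24 uM Alexa 594-labeled, was fibrillized with 20 uM heparin in 100 mM sodium acetate pH 7 for 6 hr at 37 C; 30 uM ThT fluorescence read after 1 hr.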
L3MBTL1 block = blocks human L3MBTL1. Q9Y468. AlphaScreen L3MBTL1–H3K9me1 peptide binding. Potency, µM (highest dose often 57.1 µM), for inactives: at the highest dose activity, negative = inhibition, usual class: inhibitors. 230,000 tested, 0.66% active; also: nearly all actives have a fitted effect of over 60% in size
Target sequence (Q9Y468 whole entry, looked up): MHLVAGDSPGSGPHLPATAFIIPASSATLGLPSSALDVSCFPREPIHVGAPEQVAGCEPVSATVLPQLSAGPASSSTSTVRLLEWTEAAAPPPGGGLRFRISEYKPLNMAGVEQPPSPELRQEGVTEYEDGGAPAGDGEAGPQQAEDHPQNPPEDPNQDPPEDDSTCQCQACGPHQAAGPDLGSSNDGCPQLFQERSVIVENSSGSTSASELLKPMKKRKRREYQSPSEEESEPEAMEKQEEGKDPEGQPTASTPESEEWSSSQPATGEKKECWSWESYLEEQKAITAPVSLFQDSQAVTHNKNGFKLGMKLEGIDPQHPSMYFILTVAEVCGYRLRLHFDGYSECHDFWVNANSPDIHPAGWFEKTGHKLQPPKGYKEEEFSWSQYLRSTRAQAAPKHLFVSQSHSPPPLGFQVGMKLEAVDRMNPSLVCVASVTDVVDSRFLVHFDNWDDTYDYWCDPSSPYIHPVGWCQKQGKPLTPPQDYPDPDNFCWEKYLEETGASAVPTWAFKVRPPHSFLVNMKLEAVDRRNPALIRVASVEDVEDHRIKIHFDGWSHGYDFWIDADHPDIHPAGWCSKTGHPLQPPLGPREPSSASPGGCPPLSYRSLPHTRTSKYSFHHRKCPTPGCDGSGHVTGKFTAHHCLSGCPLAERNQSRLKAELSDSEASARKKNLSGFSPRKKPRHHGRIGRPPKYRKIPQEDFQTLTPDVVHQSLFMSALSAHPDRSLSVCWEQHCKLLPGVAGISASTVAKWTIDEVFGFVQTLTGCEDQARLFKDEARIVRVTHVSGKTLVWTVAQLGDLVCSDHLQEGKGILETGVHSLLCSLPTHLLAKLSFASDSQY
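L3MBTL1 50 nM + b-AHA-H3(1-15)K9me1 75 nM, 30 min RT; compound added, 30 min RT; streptavidin donor/Ni-chelate acceptor beads 10 ug/mL each final, 30 min RT dark; AlphaScreen read.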
GoLoco inh red = blocks human Gai1 binding to RGS12 GoLoco peptide, red readout; Potency, µM (doses to about 61.6 µM), for inactives: top-dose activity, negative = inhibition, usual class: inhibitors; 230,000 tested, 0.44% active; AID 880; Gai1:RGS12 GoLoco peptide FP, rhodamine, 10 min; active = well fitted inhibition curve with a large enough effect, not every such curve was filed as active; inactive = no such curve, though single readings can be large or run the other way; also: nearly all actives have a fitted effect of over 30% in size; many of its hits are not listed in these tables
RECQ1 inh = inhibitors of human RECQ1 DNA helicase; Potency, µM (highest dose often 57.3 µM), for the others: at the top dose activity, negative = inhibition, hits mostly inhibitors; RECQ1 DNA unwinding, red fluorescence kinetic read; 240,000 tested, 0.54% active;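 also: plate controls were vehicle for no effect and no enzyme for full effect; nearly all actives have a fitted effect of over 30% in size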
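RECQ1T1 50 nM; forked duplex (20 bp + 30-nt ss tails) 200 nM, ATP 2 mM final; pH 8.0, 2 mM MgCl2, 2.5 ug/ml poly(dI-dC); 15 min compound preincubation; discontinuous kinetic read over 2 h at RT.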
TRb SRC2 PPI = TRbeta-SRC2 interaction inhibition; Potency, µM (titrated, usually from 106 µM), for inactives: at the top dose activity change, negative = inhibition, usual class: inhibitors; AID 1469; 280,000 tested, 0.065% active; TRbeta-SRC2 peptide binding, fluorescence polarization; receptor liganded with 1 µM T3; P10828;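 also: plate controls were bound peptide for no effect and peptide without receptor for full effect; nearly all actives have a fitted effect of over 50% in size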
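Human TRb ligand-binding domain (0.6 uM) is mixed with 20 nM Texas Red SRC2 peptide and 1 uM T3; after compound addition and 5 hr at ambient temperature, polarization is measured and normalized to unbound and bound controls.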
TexasRed fluor = alters Texas Red total fluorescence, flagging assay interference; TRb/SRC2 Texas Red total fluorescence interference; Potency, µM (highest dose often 106 µM), without a hit: at the top dose fluorescence change, negative = quenching; 280,000 tested, 0.29% active; active = well fitted curve in either direction with a large enough effect; inconclusive = small, poorly fitted or top-dose-only effect
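Human TRβ ligand-binding domain (0.6 uM) and Texas Red SRC2 peptide (20 nM) in Tris buffer with 1 uM T3 and 5% DMSO were incubated with pinned compound for 5 hr at ambient temperature. Total fluorescence was computed as S + 2P (555/632 nm).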
Tau FP inhib = blocks human tau fibril formation measured by polarization. P10636. K18 P301L tau heparin fibrillization, Alexa594 FP, 6 h. Potency, µM (series often up to 57.7 µM), inactives show at the top dose activity, negative = inhibition, usual class: inhibitors. 280,000 tested, 0.39% active. AID 1468; also: nearly all actives have a fitted effect of over 55% in size
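Heparin (20 uM) drove fibril formation of recombinant tau K18 P301L, 15 uM unlabeled with 0.24 uM Alexa 594 label, for 6 hr at 37 C in 100 mM sodium acetate pH 7. Fluorescence polarization (555/632 nm) read 1 hr after 30 uM ThT.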
An asterisk follows results filed as active; i = inactive; ? = inconclusive; . = not tested or not shown; [ ] = dose if it differs, or a comment. Unless noted, calls follow the shape of the dose curve; as a rule, active = well fitted curve in the direction sought with a large enough effect; inconclusive = small, poorly fitted or top-dose-only effect, or another doubt; inactive = no such curve, though single readings can be large; an effect the other way counts as inactive or inconclusive. Unless noted, % is scaled to controls: 0 for no effect and ±100 for the full control effect; potency is read from the fitted curve at half-maximal effect. Some of the compounds tested; the hit share may differ from the screen's.

Value order: JMJD2E inh	Tau ThT inhib	L3MBTL1 block	GoLoco inh red	RECQ1 inh	TRb SRC2 PPI	TexasRed fluor	Tau FP inhib
1) O=C(COC(=O)c1cc([N+](=O)[O-])ccc1NCc1ccccc1)NC1CCCCC1
→ 3%	-3%	5%	1%	-1%	4%	?	3%
2) CN(C)CCNC(=O)Cn1nc(N2CCN(c3ccccc3)CC2)ccc1=O
→ .	5%	.	.	.	-3%	0%	4%
3) CC1=C(C)C(=O)OC(C(C)C2CCC3C4CC=C5CC(OC6OC(COC7OC(CO)C(O)C(O)C7O)C(O)C(O)C6O)CC(O)C5(C)C4CCC23C)C1 (stereo unspecified)
→ 16%	-9%	-3%	2%	-7%	0%	0%	2%
4) CCOC(=O)c1ccc(NC(=O)Cn2c3ncccc3c(=O)n2-c2ccc(C)c(C)c2)cc1
→ .	-14%	.	.	.	-4%	1%	?
5) CC(C(=O)NCC1CCCCC1)N(C)Cc1ccc(Cl)cc1 (stereo unspecified)
→ 3%	-16%	.	9%	-15%	-1%	-2%	-3%
6) COc1ccccc1NC(=O)CN(c1ccc(C23CC4CC(CC(C4)C2)C3)cc1)S(C)(=O)=O
→ -14%	-2%	-11%	28%	-20%	-5%	1%	-10%
7) COCCNC(=O)c1ccc2c(c1)nc(C)n2-c1cc(OC)c(OC)c(OC)c1
→ 3%	3%	4%	8%	-8%	-1%	0%	-6%
8) CCOC(=O)C1=NN(c2ccc([N+](=O)[O-])cc2)CC1C(=O)OC (stereo unspecified)
→ -6%	0%	-12%	0%	-5%	9%	-3%	-2%
9) Cc1ccc(C(=O)CSc2cnc3ccccc3n2)cc1C
→ -3%	?	34%[activator]	47%	-4%	-2%	-1%	-8%
10) CC(C)(C)OC(=O)N/N=C/c1c[nH]c2ccccc12
→ 3%	?	-2%	10%	2%	0%	-8%	13%
11) Cc1c(N=c2scc(-c3ccccc3)n2CCO)c(=O)n(-c2ccccc2)n1C
→ 2%	5%	-5%	3%	-3%	3%	-5%	9%
12) CC1(C)CC(=O)C(C=NCCN2CCN(C3CC(=O)N(c4ccc(F)cc4)C3=O)CC2)=C(O)C1 (stereo unspecified)
→ 6%	0%	1%	-2%	i	-4%	-2%	5%
13) O=C(O)/C=C/C(=O)NNC(=O)c1ccccc1Br
→ 7%	-5%	15%	-22%	i	-14%	0%	1%
14) COc1cccc(NC(=O)CN2C(=O)C3(OCCCO3)c3ccccc32)c1
→ -7%	-4%	7%	3%	-2%	-9%	-2%	1%
15) C=CCn1c(=O)/c(=C\c2ccsc2)s/c1=C(/C#N)C(=O)NCCN1CCOCC1
→ -4%	-18%	4%	19%	-3%	0%	0%	5%
16) C/C=C\C=C\C(=O)Nc1cccc(C2=NOC3(C2)C[C@H](C(N)=O)N(C(=O)c2ccccc2C(=O)c2ccccc2)C3)c1 (stereo partly specified)
→ ?	6%	.	-32%	i	-3%	0%	-2%
17) Cc1ccc2nc(/C(C#N)=C\c3cc(O)ccc3[N+](=O)[O-])[nH]c2c1
→ -2%	16µM*	-17%	2%	29%	-13%	-4%	14%
18) CN(c1ccc(C(=O)NCc2cccs2)cc1)S(=O)(=O)c1ccccc1
→ -8%	-5%	1%[11.4 µM]	9%	-7%	0%	-2%	-7%
19) COc1cc(NC(=O)C(F)(F)F)cc(OC)c1
→ 6%	11%	0%	-4%	-11%	-4%	1%	7%
20) Cc1cc(-c2ccc(C)c(S(=O)(=O)N3CCN(c4cccc(C(F)(F)F)c4)CC3)c2)on1
→ .	9%	.	.	.	-4%	-1%	?

A portion from further up, as a working copy:
Value order: JMJD2E inh	Tau ThT inhib	L3MBTL1 block	GoLoco inh red	RECQ1 inh	TRb SRC2 PPI	TexasRed fluor	Tau FP inhib
1) O=C(COC(=O)c1cc([N+](=O)[O-])ccc1NCc1ccccc1)NC1CCCCC1
→ 3%	-3%	5%	1%	-1%	4%	?	3%
2) CN(C)CCNC(=O)Cn1nc(N2CCN(c3ccccc3)CC2)ccc1=O
→ .	5%	.	.	.	-3%	0%	4%
3) CC1=C(C)C(=O)OC(C(C)C2CCC3C4CC=C5CC(OC6OC(COC7OC(CO)C(O)C(O)C7O)C(O)C(O)C6O)CC(O)C5(C)C4CCC23C)C1 (stereo unspecified)
→ 16%	-9%	-3%	2%	-7%	0%	0%	2%
4) CCOC(=O)c1ccc(NC(=O)Cn2c3ncccc3c(=O)n2-c2ccc(C)c(C)c2)cc1
→ .	-14%	.	.	.	-4%	1%	?
5) CC(C(=O)NCC1CCCCC1)N(C)Cc1ccc(Cl)cc1 (stereo unspecified)
→ 3%	-16%	.	9%	-15%	-1%	-2%	-3%

Remaining list, next part:
Value order: JMJD2E inh	Tau ThT inhib	L3MBTL1 block	GoLoco inh red	RECQ1 inh	TRb SRC2 PPI	TexasRed fluor	Tau FP inhib
21) Cc1ccc(SCCC(=O)Nc2ccc(OCc3ccccc3)cc2)cc1
→ 11%	-10%	6%	4%	1%	-7%	-8%	-2%
22) O=C1/C(=C/c2ccccc2[N+](=O)[O-])COc2ccccc21
→ 8%	13µM*	-3%[11.4 µM]	1%	i	4%	-1%	?
23) O=C(NCc1ccncc1)Nc1ccccc1
→ -5%	-8%	.	-11%	i	1%	-4%	2%
24) CN1CCN(S(=O)(=O)CC2(C)C3CCC2(C)C(=O)C3Br)CC1 (stereo unspecified)
→ 8%	-2%	-1%	-1%	7%	7%	-2%	-3%
25) CCCCSCCCNC(=O)CN1C(=O)COc2ccc(S(=O)(=O)N3CCC(C)CC3)cc21
→ .	-1%	.	.	.	-21%	0%	-2%
26) Cc1ccccc1OCC(O)Cn1c(Br)nc2c1c(=O)n(C)c(=O)n2C (stereo unspecified)
→ -1%	5%	1%	-2%	-5%	-7%	-2%	-1%
27) Cc1cc(=O)n(CCC(=O)O)c2ccccc12
→ ?	8%	11%	6%	-6%	-12%	-2%	4%
28) Clc1ccccc1N/N=C/c1ccc2c(c1)OCO2
→ ?	?	-8%	5%	-29%	-1%	-5%	9%
29) Cc1cc(C)n(-c2cccc(C(=O)O)c2)n1
→ 5%	-9%	-3%	4%	-5%	2%	-1%	3%
30) COc1cc(OC)c(-n2cc(-c3ccc(Cl)cc3)[nH]c2=O)cc1Cl
→ ?	-16%	2%	-6%	-4%	-13%	126µM*[quencher]	2%
31) O=C(Nc1ccc(-c2nnc(-c3ccccc3)o2)cc1)C1CCCO1 (stereo unspecified)
→ ?	-18%	.	4%	i	-4%	3%	-14%
32) COc1ccc(CCNC(=O)C(=O)NCC(c2ccc3c(c2)OCO3)N2CCOCC2)cc1OC (stereo unspecified)
→ .	-9%	.	.	.	0%	1%	6%
33) O=C(N/N=C/c1ccncc1)c1ccc(COc2cccc3cccnc23)cc1
→ -10%	?	24%	15%	-9%	-13%	-7%	?
34) CCS(=O)(=O)NCc1csc(C)n1
→ 12%	-12%	0%	1%	-12%	-15%	1%	-1%
35) COC(=O)CSc1nnnn1-c1cccc2ccccc12
→ 3%	1%	12%	-3%	-5%	-4%	-3%	4%
36) O=C(CSc1ccc(-c2ccccn2)nn1)c1ccc([N+](=O)[O-])cc1
→ -26%	16µM*	.	8%	2%	-3%	-9%	2%
37) N#Cc1c(NC(=O)CCN2C(=O)c3ccccc3C2=O)oc(-c2ccccc2)c1-c1ccccc1
→ -4%	5%	6%	-9%	i	-3%	-2%	-6%
38) Cc1c(C2C(C#N)=C(N)N(c3cccc([N+](=O)[O-])c3)C3=C2C(=O)CCC3)cnn1C (stereo unspecified)
→ 3%	-1%	3%	8%	-8%	-7%[53 µM]	-1%[53 µM]	2%
39) CCOc1ccc(-c2csc(NC(=O)c3cccc(N4C(=O)CCC4=O)c3)n2)cc1
→ 27%	.	.	4%	-10%	5%	-1%	5%[0.0958 µM]
40) C[N+]1(CCN2C(=O)C3CC=C(Cl)CC3C2=O)CCOCC1 (stereo unspecified)
→ 0%	-14%	7%	.	-2%	-7%	3%	-2%
41) CCCC(=O)Nc1ccccc1NC(=O)c1ccc(OC)cc1
→ 7%	4%	9%	1%	i	-7%	-2%	-6%
42) COc1cccc(Cn2nnc(C(=O)NCc3ccc4c(c3)OCO4)c2N)c1
→ 3%	-15%	-7%	4%	-8%	-5%	0%	-7%
43) Nc1nc(-c2ccco2)nn1S(=O)(=O)c1ccccc1
→ 6%	-1%	-2%	-2%	4%	-5%	-3%	13%
44) COc1ccc(-c2nsc3c(N4CCCCC4C)ncnc23)cc1 (stereo unspecified)
→ ?	?	43%[activator]	5%	7%	-7%	-9%	5%
45) CC(=O)NCCC(Cc1ccccc1)c1ccco1 (stereo unspecified)
→ -14%	-18%	-17%	-3%	0%	0%	2%	-2%
46) Cc1ccc(Cl)cc1N1CCN(C(=O)C2CCN(S(=O)(=O)c3cccc4nonc34)CC2)CC1
→ .	?	.	.	.	0%	7.9µM*[quencher]	1%
47) CCC(C)NC(=O)CSc1nc2n[nH]c(C)c2c(=N)n1-c1ccc(C)c(Cl)c1 (stereo unspecified)
→ .	11%	.	.	.	-11%	0%	-5%
48) O=C(CCc1cnccn1)NC1CCCc2c1cnn2-c1ccc(F)cc1F (stereo unspecified)
→ -10%	-12%	-4%	9%	-1%	5%	-6%	-6%
49) COc1ccc(CCNC(=O)C(Sc2ccccn2)c2ccccc2)cc1OC (stereo unspecified)
→ -33%	-6%	2%	4%	i	5%	-3%	2%
50) Cc1ccccc1Nc1nc(NCc2ccco2)c2ccccc2n1
→ ?	?	.	-2%	-18%	-1%	2%	13%
51) CC(=O)c1cccc(NC(=O)c2noc3c2CC(C)CC3)c1 (stereo unspecified)
→ .	-8%	.	.	.	4%	2%	-12%
52) O=C1CN(C(=O)c2ccc(S(=O)(=O)N3CCCC3)cc2)C(c2ccc(F)cc2)c2cc(F)ccc2N1 (stereo unspecified)
→ .	-8%	.	.	.	5%	-2%	-1%
53) CCOc1ccc(C(=O)Nc2ccncc2)cc1
→ 3%	-12%	6%	-5%	-8%	9%	0%	-11%
54) Cc1ccc(-n2nnnc2SCc2nnc(-c3ccccc3Br)o2)c(C)c1
→ -7%	-10%	3%	23%	-14%	-4%	0%	7%
55) COc1ccc(-c2[nH]ncc2CN2C[C@@H]3CCC[C@H]2C3)c(F)c1
→ 2%	?	4%	2%	i	4%	0%	-5%
56) CC(=O)c1cc2c(cc1NC(=O)CN1CCN(c3ccc(F)cc3)CC1)OCO2
→ 6%	-4%	27%[11.4 µM]	13%	i	3%	0%	2%
